# CHO-K1 Ca ag = counter-screen for M1 agonists: effect in parental CHO-K1 cells; Fluo-8 calcium fluorescence; scaled to maximal ATP response, vehicle zero; activation, % at 3 µM; 360,000 compounds, 0.48% hits; AID 602248; in the data active = activation above about 15%;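 note: untransfected CHO-K1 host cells lacking M1 receptor as counterscreen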
# CHRM5 agonist = CHRM5 agonism in calcium assay | P08912 | CHO-K1 hM5 cells, Fluo-8 calcium fluorescence; 0% DMSO wells, 100% maximal acetylcholine response | activation, % at 3 µM | 360,000 compounds, 0.19% hits;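 active = activation above the run's mean over test compounds plus 3 SD, cut at about 23% in these data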;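 note: signal is peak over basal fluorescence ratio across the kinetic read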
# Target sequence (P08912 whole entry, looked up): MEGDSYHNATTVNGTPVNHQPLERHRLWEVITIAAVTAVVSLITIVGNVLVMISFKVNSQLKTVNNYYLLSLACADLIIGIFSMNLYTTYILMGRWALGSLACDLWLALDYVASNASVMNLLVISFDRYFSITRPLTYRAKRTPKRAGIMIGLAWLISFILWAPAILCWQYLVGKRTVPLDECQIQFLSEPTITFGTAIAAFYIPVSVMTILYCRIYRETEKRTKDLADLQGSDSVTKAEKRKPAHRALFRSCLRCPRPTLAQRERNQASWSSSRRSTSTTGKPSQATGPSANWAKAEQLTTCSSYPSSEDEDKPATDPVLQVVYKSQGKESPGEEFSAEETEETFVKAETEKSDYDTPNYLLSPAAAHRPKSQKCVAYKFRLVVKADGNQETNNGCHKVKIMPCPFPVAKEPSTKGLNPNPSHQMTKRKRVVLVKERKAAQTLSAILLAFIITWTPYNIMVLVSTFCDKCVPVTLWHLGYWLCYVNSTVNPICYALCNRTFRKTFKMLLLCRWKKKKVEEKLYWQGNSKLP
# CHRM5 antagonist = blocks acetylcholine activation of human M5 receptor | P08912 | CHO-hM5 cells, Fluo-8 calcium fluorescence, ACh EC80 | inhibition, % at 3 µM | 360,000 compounds, 0.59% hits;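 active = inhibition above a per-plate cutoff, the mean of that plate's test compounds plus 3 SD, cut at about 27% in these data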;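 note: 0% = acetylcholine EC80 with DMSO and 100% = DMSO without agonist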
# M1 PAM parental = M1 PAM counterscreen hit in parental CHO-K1 cells; ATP EC20, Fluo-8 calcium fluorescence; 0% at ATP EC20, 100% at ATP max; activation, % at 3 µM; 360,000 compounds, 0.02% hits; AID 602247;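 active = activation above the run cutoff, the mean activation of all test compounds plus 3 SD, cut at about 40% in these data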;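 note: peak over basal fluorescence ratio in a 140 s read after ATP addition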
# CHRM5 PAM = potentiates acetylcholine response at human M5 receptor | CHO-K1 hM5, Fluo-8 calcium, ACh EC20 PAM; 0% = ACh EC20, 100% = ACh EC100 | activation, % at 3 µM | 360,000 compounds, 0.3% hits;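 active = activation above the run cutoff, the mean activation of all test compounds plus 3 SD, cut at about 18% in these data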
#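 system = human M5 receptor in CHO-K1 cells | reagent = EC20 acetylcholine as agonist stimulus | compound dosing = single-point, 3 µM nominal | incubation = Fluo-8 loading 80 min at 37 °C plus 30 min room temperature | detection = Fluo-8 calcium dye fluorescence, kinetic read | benchmarks = low control EC20 acetylcholine (0%), high control EC100 acetylcholine (100%)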
# CHRM4 agonist = agonists of human muscarinic M4 receptor (CHRM4) | activation, % at 3 µM | AID 624127 | 360,000 compounds, 0.14% hits | CHO-K1 hM4/Gqi5, Fluo-8 calcium fluorescence; vehicle 0%, full acetylcholine response 100% | P08173;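 active = activation above the run mean over all test wells plus 3 SD, cut at about 32% in these data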;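 note: peak over basal fluorescence ratio per well then scaled between controls; 0% = DMSO wells and 100% = acetylcholine at EC100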
# Target sequence (P08173 whole entry, looked up): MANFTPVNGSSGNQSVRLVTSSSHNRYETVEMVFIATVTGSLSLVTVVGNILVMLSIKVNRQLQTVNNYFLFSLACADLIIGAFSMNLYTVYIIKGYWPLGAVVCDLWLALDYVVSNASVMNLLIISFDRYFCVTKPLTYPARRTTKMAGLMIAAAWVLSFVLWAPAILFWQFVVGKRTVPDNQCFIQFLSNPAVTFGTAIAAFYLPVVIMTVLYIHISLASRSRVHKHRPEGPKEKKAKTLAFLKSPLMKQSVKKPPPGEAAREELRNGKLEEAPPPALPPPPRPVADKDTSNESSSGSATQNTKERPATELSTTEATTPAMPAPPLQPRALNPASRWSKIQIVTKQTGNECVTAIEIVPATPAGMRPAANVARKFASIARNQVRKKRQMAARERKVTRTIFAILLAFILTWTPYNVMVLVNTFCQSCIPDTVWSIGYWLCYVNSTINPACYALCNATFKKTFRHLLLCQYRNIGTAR
# M4 antag = blocks acetylcholine activation of human M4 receptor. P08173. CHO-hM4 cells, ACh EC80, Fluo-8 calcium fluorescence. inhibition, % at 3 µM. 360,000 compounds, 0.73% hits. AID 624125;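 active = inhibition above its plate's cutoff, the mean inhibition of sample wells plus 3 SD, cut at about 27% in these data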;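 note: 0% = acetylcholine EC80 with DMSO and 100% = DMSO without agonist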
# CHRM4 PAM = potentiates acetylcholine response at human M4 receptor; P08173; CHO-K1 hM4/Gqi5, Fluo-8 calcium fluorescence, ACh EC20; 0% = ACh EC20, 100% = maximal ACh; activation, % at 3 µM; 360,000 compounds, 0.4% hits;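 active = activation above its plate's cutoff, the mean activation of sample wells plus 3 SD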; note: some results filed as inactive read as strong as hits
# CHO-K1 Ca antag = nonselective inhibitor or artifact in parental CHO-K1 cells | 360,000 compounds, 0.6% hits | inhibition, % at 3 µM | ATP-induced calcium, Fluo-8 fluorescence;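 active = inhibition above a per-plate cutoff, the plate's mean sample inhibition plus 3 SD, cut at about 24% in these data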;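 note: 0% = DMSO plus EC80 ATP and 100% = DMSO alone without ATP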
# Active calls of the source: *.
SMILES,CHO-K1 Ca ag,CHRM5 agonist,CHRM5 antagonist,M1 PAM parental,CHRM5 PAM,CHRM4 agonist,M4 antag,CHRM4 PAM,CHO-K1 Ca antag
CC(=O)NC12CC3CC(C1)CC(C(=O)N(C)CC(=O)Nc1cccc(F)c1)(C3)C2,0.1,6,6,-4,-2,1,-8,1,-10
CCOc1ccc(C(C(=O)NC2CCCCC2)N(C(=O)Cc2cccs2)c2ccc(-n3cnnn3)c(OC)c2)cc1 (centres undefined),0.4,-5,-6,28,8,0,-8,6,-7
O=C(CNC(=O)c1ccc(Br)o1)Nc1ccc(N2CCCCCC2)cc1,0.3,0,-2,-12,8,0,-1,-8,9
O=C(O)/C=C\C(=O)Nc1cccc(C(=O)Nc2cccc(O)c2)c1,-0.5,-2,-5,-11,-2,0,-1,2,9
Cc1ccc(OCCC(=O)OCC(=O)N2c3ccccc3CC2C)cc1 (centres undefined),0.6,-2,0,13,-1,2,6,-1,-4
O=C(NCCC1=CCCCC1)C(c1ccccc1)c1ccccc1,-0.7,-6,-2,6,-12,-1,-15,-9,2
Cc1ccccc1Cn1cnc2ccccc21,8.1,4,9,-1,-5,8,4,-7,-8
COc1cc2[nH]c3ccccc3c2cc1C,0.8,-3,4,24,3,1,-18,3,-6
C/C(=N\NC(=O)c1ccc(C)cc1C)c1ccc(-n2ccnc2)cc1,-0.1,-6,-5,21,5,-2,-6,11,-9
C/C(CC(=O)Nc1ccccc1-c1ccccc1)=N\NC(=O)COc1ccc(C)cc1Br,0.6,1,-3,16,5,0,3,12,11
Nc1ncnc2c1ncn2[C@@H]1O[C@H](CNCc2ccc(-n3cccn3)cc2)[C@@H](O)[C@H]1O,0.0,2,2,-1,-1,0,4,-3,-12
O=C(O)Cn1ccnc1[N+](=O)[O-],0.1,0,1,3,-2,0,-1,5,-7
COc1ccc(NC(=O)c2cc(CN3C(=O)c4ccccc4C3=O)ccc2OC)cn1,-0.6,1,4,-3,-1,-1,5,-7,6
CCOc1ccc(NC(=O)c2ccc3[nH]c(=O)c(=O)[nH]c3c2)cc1,0.2,-4,-11,1,4,-1,5,-1,-9
O=c1[nH]c2ccc(NC(=S)NCCc3ccccc3)cc2[nH]1,0.6,-2,3,11,1,0,-6,1,-12
NS(=O)(=O)c1cc(C(=O)OCC(=O)Nc2ccc(N3CCCCC3)cc2)ccc1Cl,2.1,0,4,14,-5,3,9,-1,-6
O=C(O)CN1C(=O)/C(=C/c2ccsc2)SC1=S,-0.1,1,12,10,0,0,0,3,-4
CC(C)Cn1c(N)c(C(=O)CSc2nnc(-c3ccco3)n2C)c(=O)n(C)c1=O,0.8,3,6,12,-3,2,13,-1,-4
O=C(CN1C(=O)/C(=C\c2cccs2)SC1=S)Nc1cccc(C(=O)O)c1,0.2,0,5,34,14,1,-2,16,-22
CC1=C(C(=O)OC2CCCC2)C(c2coc3ccccc3c2=O)C2=C(CC(C)(C)CC2=O)N1 (centres undefined),0.2,-3,-5,5,3,1,-9,-8,-14
O=C(CN1CCCCC1)Nc1ccc(NC(=O)c2ccccc2Cl)cc1Cl,1.0,-1,8,24,5,2,22,-2,-11
CC(C)C[C@@H](CN1CCCC1CN1C(=S)NC[C@@H]1Cc1ccc(O)cc1)N1C[C@H](Cc2ccccc2)N(CC2CCCCCC2)C1=S (some centres undefined),0.0,2,8,17,-1,0,1,-2,-22
Cc1cc(C)c(C)c(OCCN2CC(C)OC(C)C2)c1 (centres undefined),0.2,-2,6,11,-3,-1,2,0,-5
O=C(CSc1nc(-c2ccccc2)cc(=O)[nH]1)Nc1ccccc1,1.8,-1,3,10,0,0,7,-4,-13
CNC(=O)[C@@H]1CCC(=O)N1,0.3,2,3,-17,7,2,-2,9,2
SMILES,CHO-K1 Ca ag,CHRM5 agonist,CHRM5 antagonist,M1 PAM parental,CHRM5 PAM,CHRM4 agonist,M4 antag,CHRM4 PAM,CHO-K1 Ca antag
Cc1ccc(-n2nc(CN3CCOCC3)c(-c3ccccc3)c2N)cc1Cl,0.7,-4,-4,26,1,1,-12,-2,-9
O=C(Nc1cccc(F)c1)/C(=C\c1cccnc1)NC(=O)c1cccs1,0.0,0,-2,10,2,1,-5,3,-8
CC(C)(C=O)C1=CC(=O)c2ccccc2C1=O,4.1,2,11,13,-5,10,19,-2,6
CC(=O)Nc1ccc(S(=O)(=O)NCC(=O)OCC(=O)N2CCCc3ccccc32)cc1,0.4,-3,4,12,0,1,-1,1,1
CCOC(=O)Cn1c(S(=O)(=O)Cc2ccc(Cl)cc2)nc(-c2ccccc2)c1-c1ccccc1,-0.2,-2,-1,-7,0,-2,8,4,6
Cc1cc(C)c(S(=O)(=O)N2CCOCC2)cc1NS(=O)(=O)c1cc(OCC(N)=O)c(C)cc1Cl,0.0,-3,-1,18,2,1,-6,6,-13
O=C(COc1ccccc1Br)c1ccc2c(c1)OCO2,-0.3,-6,3,-9,2,-1,-6,-5,2
CSCCC(=O)N1C(C)CCCC1C(=O)O (centres undefined),2.4,-2,-6,28,4,0,6,13,-1
O=C(COc1ccc2ccccc2c1Br)NNC(=O)Nc1ccccc1,0.4,-2,3,8,-7,1,-3,10,-4
Cc1ccc(CNC(=O)CC2Sc3ccccc3NC2=O)cc1 (centres undefined),-0.3,1,-14,-3,1,0,-11,0,6
COc1ccccc1/C=N/n1c(N)c(S(=O)(=O)c2cccs2)c2nc3ccccc3nc21,-0.4,-1,3,1,-3,1,20,4,4
Cc1occc1C(=O)Nc1nnc(C(F)(F)F)s1,3.1,5,-2,-4,-10,6,-1,4,1
CC(NS(=O)(=O)c1ccc2c(c1)oc(=O)n2C)c1ccccc1 (centres undefined),5.3,-2,-3,9,1,3,5,0,-6
COc1ccc(NC(=O)CSc2nc(NS(=O)(=O)c3ccccc3)cc(=O)[nH]2)cc1,0.9,-1,2,19,0,0,-6,18,-20
Cn1c(=O)c2cc(S(=O)(=O)NCCC(=O)Nc3ccccc3F)ccc2n(C)c1=O,-0.1,-5,-3,5,-1,1,11,-10,-11
COc1ccc(CNc2ccc(S(N)(=O)=O)cc2)c(OC)c1OC,3.2,-1,-4,12,-4,3,-13,6,-39
CCCn1c(NC(=O)C23CC4CC(CC(O)(C4)C2)C3)nc2ccccc21,10.0,-10,7,22,-2,4,-4,-2,-7
O=C(NCc1ccco1)C1CC(c2ccccc2C(F)(F)F)=NO1 (centres undefined),0.6,-1,13,12,2,2,1,7,-12
O=C(Nc1ccccc1)N(C1=NCCCCS1)c1ccccc1,0.4,-7,-2,24,-5,1,2,8,-9
O=C(Nc1ccc(Cl)cc1)c1ccsn1,0.6,-6,1,10,2,0,5,0,-8
COc1cccc(C(NC(C)=O)c2ccc3cccnc3c2O)c1 (centres undefined),0.8,-5,3,17,0,2,-1,3,-5
CCn1c(N)c(C(=O)NCC2CCCO2)sc1=S (centres undefined),0.7,-2,0,16,0,1,3,15,-2
CC(=O)N1c2ccccc2C(C)(c2ccccc2)CC1(C)C (centres undefined),-0.6,-7,6,-1,-12,-2,-6,9,1
CCCC(=O)Nc1ccc(C(=O)NNC(=S)NC(=O)c2ccc(Br)o2)cc1,-1.2,-1,7,-5,-5,-1,34*,-13,3
COC(=O)CCc1nc2cc(Cl)ccc2n(Cc2ccccc2)c1=O,1.3,-4,9,-9,-3,0,-2,-14,-3
SMILES,CHO-K1 Ca ag,CHRM5 agonist,CHRM5 antagonist,M1 PAM parental,CHRM5 PAM,CHRM4 agonist,M4 antag,CHRM4 PAM,CHO-K1 Ca antag
COc1ccc(N2CCN(C(=O)c3ccccc3NC(=O)C3=C(C)OCCS3)CC2)cc1,0.3,0,-1,-8,9,3,-1,4,-10
O=C(Cc1ccsc1)N1CCc2c([nH]c3ccccc23)C1c1ccccn1 (centres undefined),-0.1,-5,18,9,-7,1,4,-2,-2
C[C@H](NC(=O)c1ccccc1Cl)C(=O)OCc1cn2cc(Cl)ccc2n1,0.6,-1,3,4,-3,1,1,-1,-2
S=C(Nc1cccc2ccccc12)NN1CCCCCC1,-0.4,-10,9,-11,-27,-1,35*,-17,0
COc1ccc(S(=O)(=O)N(C)CC(=O)NCC2CCCO2)cc1OC (centres undefined),0.4,-1,9,-8,-2,1,0,1,-5
COc1ccc(NC(=O)c2cccnc2Cl)c(S(=O)(=O)N2CCOCC2)c1,0.4,1,-5,-6,5,0,1,-3,10
Cc1ccc(-c2nnn(CC(=O)N(c3ccccc3)C(C(=O)NC3CCCC3)c3ccco3)n2)o1 (centres undefined),0.2,-2,9,28,-3,1,3,-3,-19
COc1ccc(CNC(=O)N2CCN(c3ccc(F)cc3)CC2)cc1,4.1,8,-6,8,12,2,0,-1,-1
C/C(CC(=O)Nc1ccc([N+](=O)[O-])cc1)=N\NC(=O)c1ccccc1[N+](=O)[O-],0.5,1,2,8,3,1,1,-2,1
Cc1nc2cc(OCc3cc(C(=O)NC(C)c4cn(C)nc4C)no3)ccc2s1 (centres undefined),3.8,-2,17,3,-11,5,-1,-1,-4
Cc1ccn2c(=O)nc(SCC(=O)NCc3ccco3)nc2c1,0.4,-2,-2,-18,-2,1,-14,6,-2
Cc1ccc(OCC(=O)N(C)C2CCCCC2)c([N+](=O)[O-])n1,0.8,3,8,12,1,1,1,0,-1
S=c1[nH]c2ccc(Cc3ccc4[nH]c(=S)[nH]c4c3)cc2[nH]1,0.3,-4,10,6,1,0,14,-4,-8
O=C(CSc1ccc(-c2cccnc2)nn1)Nc1ccc(Br)cc1,1.6,2,-5,-25,-3,10,-4,5,10
CS(=O)(=O)N1CCCC(C(=O)NCc2ccccn2)C1 (centres undefined),0.0,1,3,-5,-1,1,6,9,-16
COc1cc(-c2noc(C)c2/C=C/c2ccc(OC(C)=O)cc2)cc(OC)c1OC,2.2,-5,15,4,-16,14,8,-7,10
COc1ccc(CN2CCc3cc(OC)c(OC)cc3C2)cc1O,0.5,-1,-1,2,-1,2,-5,3,-2
CCCc1cc(C(=O)N/N=C/c2cccn2C)cs1,0.8,-5,4,3,2,1,4,10,9
Cc1cccc(CCNS(=O)(=O)c2ccc3c(c2)oc(=O)n3C)c1,0.5,3,-5,-3,0,3,9,0,2
Cc1ccccc1N1C(=O)C2ON(c3ccccc3)C(c3ccco3)C2C1=O (centres undefined),16*,-3,13,4,-7,1,2,-15,5
COc1ccc(NC(=S)Nc2ccc3nccnc3c2)cc1,-0.1,0,12,20,-5,0,-1,-4,-6
Nc1ccccc1N=c1ssnc1Cl,1.1,-1,3,26,6,3,-8,3,-15

# 6 entries from above, with tabs.
SMILES	CHO-K1 Ca ag	CHRM5 agonist	CHRM5 antagonist	M1 PAM parental	CHRM5 PAM	CHRM4 agonist	M4 antag	CHRM4 PAM	CHO-K1 Ca antag
O=C(Cc1ccsc1)N1CCc2c([nH]c3ccccc23)C1c1ccccn1 (centres undefined)	-0.1	-5	18	9	-7	1	4	-2	-2
C[C@H](NC(=O)c1ccccc1Cl)C(=O)OCc1cn2cc(Cl)ccc2n1	0.6	-1	3	4	-3	1	1	-1	-2
S=C(Nc1cccc2ccccc12)NN1CCCCCC1	-0.4	-10	9	-11	-27	-1	35*	-17	0
COc1ccc(S(=O)(=O)N(C)CC(=O)NCC2CCCO2)cc1OC (centres undefined)	0.4	-1	9	-8	-2	1	0	1	-5
COc1ccc(NC(=O)c2cccnc2Cl)c(S(=O)(=O)N2CCOCC2)c1	0.4	1	-5	-6	5	0	1	-3	10
Cc1ccc(-c2nnn(CC(=O)N(c3ccccc3)C(C(=O)NC3CCCC3)c3ccco3)n2)o1 (centres undefined)	0.2	-2	9	28	-3	1	3	-3	-19
